Shiga toxin inh – blocks Shiga toxin action in Vero cells | Vero cells, Shiga toxin protein synthesis inhibition reporter | inhibition, % at 38.7 µM | 290,000 compounds, 9.2% hits | AID 2315; in the data active means inhibition mostly above about 28%, no sharp cut-off; inactive means mostly below about 43%; further: 0% is about no effect
Cycloheximide cs – counter-screen for Shiga toxin inhibitors: cycloheximide protein synthesis inhibition | cell reporter, cycloheximide protein synthesis inhibition counterscreen | 300,000 compounds, 12% hits | max response, %; in the data active means max response mostly above about 13%, no sharp cut-off; inactive means mostly below about 14%; further: read at 38.3 µM for the half of the compounds with a filed dose; 0% is about no effect
AMA1-RON2 inh – AMA1-RON2 (P. falciparum) interaction inhibition; AlphaScreen AMA1-biotinylated RON2 peptide binding; Potency, µM (top dose mostly 58.2 µM), without a hit: at the top dose activity change, negative = inhibition, most hits filed as inhibitors; 360,000 compounds, 0.2% hits;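 further: potency means the concentration at half of the fitted maximal effect; 0% = vehicle wells and -100% = peptide control; nearly all actives have a fitted effect of over 45% in size; some results filed as inactive show a strong effect at the top dose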
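AMA1 (3D7) with his tag at 25 nM final met compounds first, then biotinylated RON2 peptide at 25 nM; detection used donor plus acceptor beads, 10 µg/mL apiece, read by AlphaScreen after 30 min at room temperature.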
TbPYK inhibitor – blocks Trypanosoma brucei pyruvate kinase | Q57TT1 | 410,000 compounds, 0.12% hits | TbPYK enzyme, Kinase-Glo Plus ATP luminescence, 45 min | AID 624173 | Potency, µM (highest dose often 76.8 µM), for the others: top-dose activity, negative = inhibition, actives largely listed as inhibitors; further: potency means the concentration at half of the fitted maximal effect; on the % scale 0 is the no-effect control and ±100 the full control effect; nearly all actives have a fitted effect of over 50% in size
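In this concentration-response screen, enzyme-free wells defined baseline while DMSO plates tracked drift. Each reaction combined TbPYK, substrate, compound and 130 uM ADP for 45 min at room temperature. Kinase-Glo Plus luminescence gave the signal.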
LmPK inh – inhibitors of Leishmania mexicana pyruvate kinase; 290,000 compounds, 0.37% hits; Potency, µM (highest dose often 57.5 µM), without a hit: at the top dose activity change, negative = inhibition, hits mostly inhibitors; Q27686; purified LmPK, Kinase-Glo ATP luminescence, 1 h; further: potency means the concentration at half of the fitted maximal effect; on the % scale 0 is the no-effect control and ±100 the full control effect
Target sequence (Q27686 whole entry, looked up): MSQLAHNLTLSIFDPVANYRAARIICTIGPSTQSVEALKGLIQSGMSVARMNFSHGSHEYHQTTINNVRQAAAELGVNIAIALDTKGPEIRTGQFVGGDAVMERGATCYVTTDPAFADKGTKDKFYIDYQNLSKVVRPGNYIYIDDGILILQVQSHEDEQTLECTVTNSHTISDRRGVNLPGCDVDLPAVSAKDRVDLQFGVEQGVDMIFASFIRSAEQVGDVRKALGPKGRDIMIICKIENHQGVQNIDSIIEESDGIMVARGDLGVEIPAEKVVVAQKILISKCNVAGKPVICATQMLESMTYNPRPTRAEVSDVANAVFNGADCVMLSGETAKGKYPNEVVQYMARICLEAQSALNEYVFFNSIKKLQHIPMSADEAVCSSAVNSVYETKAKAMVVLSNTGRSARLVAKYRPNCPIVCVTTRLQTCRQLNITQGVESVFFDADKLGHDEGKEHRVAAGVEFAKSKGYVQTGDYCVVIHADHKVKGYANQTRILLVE
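Purified LmPK (0.1 nM) converted ADP (0.1 mM) to ATP with PEP (0.5 mM) in imidazole buffer pH 7.2 with KCl and MgCl2, 1 h at room temperature. ATP was read by Kinase-Glo luminescence; data normalized to uninhibited and no-enzyme controls.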
Pf growth 96h – P. falciparum growth inhibition at 96 hour, primary screen for plastid delayed-death inhibitors. 320,000 compounds, 6.9% hits. AID 504834. P. falciparum luciferase reporter growth, 96 h. Potency, µM (highest dose often 28.7 µM), without a hit: at the top dose activity change, negative = inhibition, actives largely listed as inhibitors; further: potency means the concentration at half of the fitted maximal effect; on the % scale 0 is the no-effect control and ±100 the full control effect
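P. falciparum expressing integrated firefly luciferase, in erythrocytes at 2% hematocrit, 0.05% parasitemia, incubated with compounds 96 h at 37 C, 5% CO2. Growth inhibition read as loss of luminescence; two-generation exposure targets delayed-death apicoplast inhibitors.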
Pf growth 48h – P. falciparum growth inhibition at 48 hours (one generation); Potency, µM (top dose mostly 28.7 µM), for the others: at the highest dose activity change, negative = inhibition, hits mostly inhibitors; P. falciparum luciferase growth in erythrocytes, 48 h; 310,000 compounds, 5.9% hits; AID 504832; further: potency means the concentration at half of the fitted maximal effect; on the % scale 0 is the no-effect control and ±100 the full control effect
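Cell-based growth assay: transgenic P. falciparum expressing firefly luciferase, cultured in red cells within RPMI 1640 containing 0.5% w/v Albumax, 24 mM bicarbonate and gentamycin. A drop in luciferase activity indicates inhibition.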
Active calls of the source: *; ? = inconclusive; . = not tested or not shown; [ ] = another dose, or the depositor's remark. Unless noted, the call rests on the fitted dose curve; in most records, active means well fitted curve in the direction sought with a large enough effect; inconclusive means small, poorly fitted or top-dose-only effect, or another doubt; inactive means no such curve, though single readings can be large; an effect the other way counts as inactive or inconclusive.

compound	TbPYK inhibitor	Cycloheximide cs	Pf growth 96h	LmPK inh	AMA1-RON2 inh	Shiga toxin inh	Pf growth 48h
CSc1nccc(Oc2cncc(Cl)c2)n1	-3%	-4	7%	2%	16%	-8	6%
COc1ccccc1NC(=O)c1c([N+](=O)[O-])cnn1C	2%	-4	-3%	0%	1%	-4	2%
CC(Oc1cccc(Cl)c1)C(=O)Nc1ccc(N2CCOCC2)cc1N1CCOCC1 (configuration not stated)	3%	.	?	.	?	.	6.6µM*
O=C(CNC(=O)c1ccc(Br)cc1)NC1=NCCS1	-2%	10	-3%	1%	-12%	26	25%
COc1cc(/C=C/C(=O)NC2CCCCC2)cc(OC)c1OC	4%	1	?	0%	-4%	-5	-15%
c1ccc(-c2nn[nH]n2)nc1	-19%	-2	13%	-4%	?	-8	-1%
CCc1ccc(S(=O)(=O)Nc2c(C)nn(C)c2C)cc1	-6%	11	7%	-1%	18%	27	.
O=C(O)/C=C\C(=O)Nc1ccc(OCc2ccccc2)cc1	-26%	22	4.1µM*	0%	-3%	43	63%[activator]
CSc1ccccc1NC(=O)CN1CCCCC1	-7%	1	22%	0%	7%	18	10%
COc1cc(/C=c2/sc3nc(-c4ccccc4)c(-c4ccccc4)n3c2=O)cc(OC)c1OC	7%	-4	?	4%	-8%	-7	-1%
COc1ccccc1NC(CC(=O)c1ccccc1)C(=O)OCC(=O)c1ccc(Br)cc1 (configuration not stated)	-6%	102*	113%[activator]	-2%	-30%	115*	250%[activator]
CCOC(=O)CCC(=O)Nc1ccccc1C(N)=O	0%	-1	.	0%	2%	-7	4%

(next part)
compound	TbPYK inhibitor	Cycloheximide cs	Pf growth 96h	LmPK inh	AMA1-RON2 inh	Shiga toxin inh	Pf growth 48h
Cc1ccc2oc3c(c(=O)c2c1)C(c1cccc(Cl)c1)N(CCCN1CCOCC1)C3=O (configuration not stated)	1%	-3	?	3%	13%	-4	2.6µM*
O=C(CN1CCC(NC(=O)c2ccccc2F)CC1)Nc1ccc2c(c1)OCO2	6%	-1	?	8%	6%	29	4%
O=C(/C=C/c1ccccc1)N1CCCN(C(=O)/C=C/c2ccccc2)CC1	1%	-1	?	-3%	5%	-7	?
CC(C)c1ccc(/C=N/NC(=O)c2cccc(S(=O)(=O)N3CCOCC3)c2)cc1	2%	-1	-14%	2%	4%	-7	8%
O=C(NCC1CCCO1)C1CCCN1C(=O)Nc1ccc(Cl)c(Cl)c1 (configuration not stated)	5%	-4	.	4%	-3%	-10	?
CCOCCCNC(=O)c1c(-c2ccccc2)noc1C	-6%	9	?	3%	-6%	28	10%
CCCCCN1CC(O)=C(c2nc(-c3ccc(Cl)cc3)cs2)C1=N	1%	-1	?	-1%	-5%	23	-1%
CCC(C(=O)NCCc1ccc(OC)cc1OC)n1nc(C)n2c(cc3occc32)c1=O (configuration not stated)	-1%	1	3%	0%	0%	-4	-27%
CCn1c(SCC(=O)Nc2ccc(F)cc2)nc2ccccc2c1=O	3%	-5	?	-4%	10%	5	.
COC(C[C@@H]1O[C@@H]1[C@@H](O)COCc1ccccc1)OC	-1%	-8	72%[activator]	-11%	5%	3	54%[activator]
COc1ccccc1C(=O)Nc1nnc(-c2ccccc2)s1	-1%	35*	-13%	6%	-6%	.	52%[activator]
COC(=O)[C@@H]1CC[C@H](C)[C@@H](c2ccc(C)cc2)N1C(=O)c1ccc(/C=N/O[C@H](C)c2cn([C@@H]3COC[C@H]3O)nn2)cc1	.	-2	?	0%	.	13	?

Carrying on:
compound	TbPYK inhibitor	Cycloheximide cs	Pf growth 96h	LmPK inh	AMA1-RON2 inh	Shiga toxin inh	Pf growth 48h
O=c1[nH]c(COc2ccc(Br)cc2Cl)nc2ccccc12	0%	37*	-18%	1%	10%	104*	31%[activator]
CC(=O)c1cc2c(ccc3ccccc32)oc1=O	-3%	2	2.3µM*	1%	-5%	-3	10%
CCc1cc(/C(Cc2ccccn2)=N\O)c(O)cc1O	4%	-4	61%[activator]	-3%	58%[activator]	-18	.
O=C(COC(=O)c1cc(-c2ccc(Cl)s2)nc2ccccc12)NCc1ccco1	-16%	16*	.	9%	-1%	18	-2%
CCOC(=O)O[C@]1(C(=O)COC(=O)CC)CC[C@@H]2[C@@H]3CCC4=CC(=O)C=C[C@@]4(C)[C@H]3[C@H](O)C[C@]21C	2%[33.2 µM]	.	3%[12.8 µM]	.	.	.	-2%[12.8 µM]
Nn1c(SCC(=O)Nc2ccc3c(c2)OCO3)nnc1C1CC1	-1%	-3	9%	-1%	3%	-6	4%
CCCNc1nc2c(c(=O)[nH]c(=O)n2C)n1CCc1ccccc1	6%	1	12%	1%	15%	1	1%
CC(C)CN(C(=O)CN(C)S(=O)(=O)c1ccc(Cl)cc1)C1CCS(=O)(=O)C1 (configuration not stated)	-8%	1	?	-1%	-1%	-3	-23%
CC1CCCCC12NC(=O)N(CC(=O)Nc1cccnc1Cl)C2=O (configuration not stated)	-6%	-2	-26%	-7%	23%	-10	15%
COc1ccccc1N1CCN(C(=O)CCN2C(=O)c3cccc4cccc(c34)C2=O)CC1	6%	4	?	-7%	-3%	-5	-28%
C/C(=N\NC(=S)NC1CCCCC1)c1ccc(C)o1	-7%	27	4.7µM*	0%	1%	53*	-18%
C/C(Cc1ccccc1)=N\NC(=O)CNC(=O)c1ccccc1Br	4%	-3	-3%	-2%	8%	-8	-12%

Additional structures follow:
compound	TbPYK inhibitor	Cycloheximide cs	Pf growth 96h	LmPK inh	AMA1-RON2 inh	Shiga toxin inh	Pf growth 48h
COc1ccccc1N/C=C1/Sc2cc(Cl)ccc2NC1=O	.	-2	-32%[1.15 µM]	3%	.	-7	1%
Cc1c(C)c2cc3c(C)coc3cc2oc1=O	2%	-2	5.2µM*	4%	12%	-3	34%[activator]
Cc1ccn2cc(-c3ccc(NS(=O)(=O)c4ccccc4)cc3)nc2c1	15%	16	-14%	0%	-12%	13*	13µM*
Nc1c(C(=O)NCc2ccc3c(c2)OCO3)nnn1-c1ccc(OC(F)(F)F)cc1	6%	13	?	3%	27%	35	.
Cc1ccc(OCC(=O)Nc2ccc3c(c2)nc(CCN2CCOCC2)n3C)cc1	2%	-6	?	0%	-13%	-16	-23%
CN1C(=O)[C@H]2[C@@H](C3CC3)N3C(=O)CN(Cc4ccc(-c5ccccc5)cc4)C(=O)[C@@]3(C)[C@H]2C1=O	1%	-4	-5%	-3%	7%	-2	2%
CC(C)(C)C(=O)Nc1nnc(SCC(=O)NC2CCCC2)s1	3%	4	24%	-1%	0%	13	8%
CC(NC(=O)C1CCC(CNC(=O)[C@@H]2Cc3ccccc3CN2)CC1)c1ccccc1 (some centres not stated)	0%	5	10%	10%	10%	-14	-15%
O=C1/C(=C/C=C/c2ccccc2)Oc2c1ccc(O)c2CN1CCN(CCO)CC1	1%	10	?	-6%	-4%	20	?
O=C(Nc1ccccc1Cl)C1(c2ccccc2)CC1(Cl)Cl (configuration not stated)	-2%	-1	?	2%	15%	6	?
O=C(O)C1CCC(N2C(=O)c3cccc([N+](=O)[O-])c3C2=O)CC1 (configuration not stated)	4%	1	437%[activator]	-2%	-1%	-8	-6%
N#Cc1nc(Cc2cccc3ccccc23)oc1NCc1ccc2c(c1)OCO2	2%	-2	15µM*	-1%	?	12	?

Next compounds
compound	TbPYK inhibitor	Cycloheximide cs	Pf growth 96h	LmPK inh	AMA1-RON2 inh	Shiga toxin inh	Pf growth 48h
COc1ccccc1NS(=O)(=O)c1ccc2oc(=O)ccc2c1	-4%	13	17%	-2%	-10%	.	?
O=c1oc2ccccc2cc1-c1cn(-c2ccccc2)c(=S)[nH]1	-68%	8	?	?	32%[activator]	25	245%[activator]
O=C(COc1ccc(F)cc1)NCC1(N2CCOCC2)CCCCC1	1%	.	?	.	1%	.	-9%
COc1ccccc1N(CC(=O)Nc1ccc(F)c(F)c1)S(C)(=O)=O	-13%	-2	.	-1%	-8%	-13	4%
O=C(N/N=C/c1ccccn1)C1CC1	3%	-4	25%	0%	87%[activator]	-14	.
CCCCS(=O)(=O)N1CCC(C(=O)Oc2ccccc2OC)CC1	-2%	-2	0%	0%	26%	-8	6%
CCn1ncc(/C=N\NC(=O)COc2ccccc2)c1C	2%	9	9%	0%	-12%	67*	14%
O=C(Nc1ccc(Cl)c(S(=O)(=O)N2CCCCC2)c1)c1ccncc1	-3%	.	7.4µM*	.	0%	.	?
Cc1ccnc(SC2CC(=O)N(c3ccc([N+](=O)[O-])cc3)C2=O)n1 (configuration not stated)	0%	-1	-17%	-2%	65%[activator]	6	-12%
COc1ccc(Cl)cc1S(=O)(=O)N1CCC(C(=O)NCCC2=CCCCC2)CC1	-8%	-4	0%	-3%	18%	-19	-26%
O=C(COc1ccc(Br)cc1Br)NC(=S)Nc1cccc(CO)c1	8%	97*	199%[activator]	-3%	68%[activator]	87*	184%[activator]
Nc1ccc(C2=Nc3cccc4cccc(c34)N2)cc1	-2%	8	20%	-28%	-5%	7	?

Next records.
compound	TbPYK inhibitor	Cycloheximide cs	Pf growth 96h	LmPK inh	AMA1-RON2 inh	Shiga toxin inh	Pf growth 48h
CC(=O)NC(N1CCCCC1)C(F)(F)C(F)(F)C(F)(F)C(F)F (configuration not stated)	1%	-6	3%	-2%	-4%	36	5%
CCn1cc(/C=C(\NC(=O)c2ccccc2F)C(=O)NCCCN2CCOCC2)c2ccccc21	1%	-3	-11%	2%	1%	-3	-1%
COc1ccc(C2CC(C)=NN2C=O)cc1OC (configuration not stated)	7%	3	0%	-3%	-6%	27	?
Cc1ccc(CNC(=O)C2CCCN2S(=O)(=O)c2ccc3c(c2)C(C)(C)C(=O)N3C)cc1 (configuration not stated)	2%	-4	1.5µM*	-7%	-1%	-2	?
O=C(N/C(=C\c1ccc(Br)cc1)C(=O)N1CCOCC1)c1ccco1	1%	-7	1%	2%	-1%	-14	29%
Cc1onc(-c2ccccc2)c1-c1n[nH]c(=S)n1-c1ccccc1Cl	?	-6	27%	18µM*	39%[activator]	-15	-4%
CCn1c(SCC(=O)Nc2ccc(Cl)cc2)nc2nc3c(cc2c1=O)CCCC3	-6%	1	13µM*	3%	-10%	-5	?
O=C(c1ccc(OC2CCN(C/C=C/c3ccc(F)cc3)CC2)cc1)N1CCCCC1	-4%	-1	27%	-3%	-8%	-5	12µM*
CN(C(=O)c1ccc(-c2nn(C)c(=O)c3ccccc23)cc1)C1CCCCC1	-7%	14	13%	1%	-15%	12	12µM*

Single entries from the results shown.
For LmPK inh, `COc1ccccc1N1CCN(C(=O)CCN2C(=O)c3cccc4cccc(c34)C2=O)CC1` is listed with -7%
For Shiga toxin inh, `CCOC(=O)CCC(=O)Nc1ccccc1C(N)=O` is listed with -7
For Shiga toxin inh, `O=C(c1ccc(OC2CCN(C/C=C/c3ccc(F)cc3)CC2)cc1)N1CCCCC1` is listed with -5

An unsorted share of the library; any-hit rate near 21%.
